E-sel TNF inh: blocks E-selectin expression induced by TNF alpha; HUVEC TNFa-induced E-selectin immunofluorescence, high content; 120,000 tested, 0.71% active; inhibition, % at 2 µM;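 active = inhibition above the batch mean plus 3 SD, and confirmed as a hit on visual image review, cut at about 43% in these data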;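 also: 0% = TNF-stimulated DMSO wells and 100% = unstimulated control wells; not every result past the cut was called active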
HCT116 bCat-KO: beta-catenin-lacking colon tumor cell growth suppression | HCT116 beta-catenin knockout viability, CellTiter-Glo, 60 h; stronger effect = lower value | AID 818 | 140,000 tested, 1.5% active | viability, % at 10 µM;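 active = viability at or under a set limit, the compound median less 4 SD, cut at about 6% in these data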;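 also: 0% = Hyamine 1622 control at 20 µM and 100% = untreated cell control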
GALR2 blocker: antagonists of human galanin receptor 2 (GALR2); O43603; GALR2-expressing cells, antagonist mode; inhibition, % at 4 µM; 140,000 tested, 0.39% active; AID 828; in the data active = inhibition above about 27%;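 also: cells stimulated with galanin 1-16 at roughly its EC80; 0% = agonist challenge control and 100% = basal control without agonist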
Target sequence (O43603 whole entry, looked up): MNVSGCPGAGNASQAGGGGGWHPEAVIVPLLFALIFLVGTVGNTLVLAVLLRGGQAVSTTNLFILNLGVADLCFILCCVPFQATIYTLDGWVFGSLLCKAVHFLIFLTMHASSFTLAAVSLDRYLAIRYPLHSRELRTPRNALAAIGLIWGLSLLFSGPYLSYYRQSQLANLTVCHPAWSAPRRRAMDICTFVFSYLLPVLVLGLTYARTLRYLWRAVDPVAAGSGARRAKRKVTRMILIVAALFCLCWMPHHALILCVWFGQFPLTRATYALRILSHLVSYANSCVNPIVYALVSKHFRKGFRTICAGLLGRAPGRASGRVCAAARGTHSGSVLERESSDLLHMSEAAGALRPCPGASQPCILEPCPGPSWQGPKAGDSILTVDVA
MRP1 act: MRP-1 activation | H69AR cells + doxorubicin, viability rescue, CellTiter-Glo | viability increase, % at 10 µM | 140,000 tested, 0.61% active | AID 799;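 active = viability gain under doxorubicin at or above a set limit, the compound median plus 3 SD, cut at about 4.7% in these data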;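 also: MRP-1 overexpressing cells given doxorubicin 25 µM after compound pretreatment; 18-22 h compound pretreatment then 72 h with doxorubicin before readout; 0% = doxorubicin-only wells and 100% = vehicle-treated cells without doxorubicin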
Yeast life ext: yeast lifespan extension; S. cerevisiae growth with nicotinamide, OD615; deaD strain in restrictive glucose medium; inhibition of the nicotinamide effect, % at 10 µM; 130,000 tested, 0.68% active; AID 775;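 active = inhibition above a set limit, placed 3 SD over the median of all compounds, cut at about 26% in these data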;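 also: 0% = nicotinamide-treated wells and 100% = cells grown without nicotinamide; some compounds called inactive have numbers as strong as hits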
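System: DeaD-strain S. cerevisiae / Buffer or medium: CSMM-D, restrictive glucose (dextrose) synthetic minimal medium / Probe or stimulus: nicotinamide, 1.5 mM, co-present with compound / Compound: one concentration, 10 µM, DMSO 0.25% / Incubation: 48 h compound exposure at 30 °C, humidified / Technique: optical density (absorbance) at 615 nm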
BB579 growth dn: yeast BB579 growth reduction in restrictive medium | 140,000 tested, 0.51% active | S. cerevisiae BB579 growth, OD615, 48 h | inhibition, % at 10 µM;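 active = inhibition above a set limit, 3 SD over the mean compound inhibition, cut at about 44% in these data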; also: inactives centre near -24
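Test system: Saccharomyces cerevisiae DeaD strain BB579, replicative lifespan model yeast | Buffer or medium: Restrictive CSMM-D medium | Doses: One dose, 10 µM compound with 0.25% DMSO | Incubation: 48 h exposure, 30 °C | Detection: Culture absorbance at 615 nm | Control set: Amphotericin B at 10 µg/mL as positive control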
Phagocyt inh: inhibitors of macrophage phagocytosis; 110,000 tested, 0.07% active; J774A.1 macrophage IgG-bead phagocytosis, imaging; AID 1029; inhibition, % at 5 µM;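 active = inhibition above the mean of the plate negative controls plus 5 SD, cut at about 13% in these data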;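 also: phagocytic index as fraction of beads internalized from green versus red external bead signal; plate controls were DMSO negative control for no effect and cytochalasin-D positive control for full effect; some results beyond the cut were filed as inactive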
NPY-Y2 antag: antagonists of human neuropeptide Y receptor Y2 | NPY-Y2 expressing cells, antagonist mode | inhibition, % at 2.7 µM | 140,000 tested, 0.99% active; in the data active = inhibition above about 17%;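 also: 0% = vehicle with agonist challenge and 100% = reference antagonist with challenge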
Target sequence (P49146 whole entry, looked up): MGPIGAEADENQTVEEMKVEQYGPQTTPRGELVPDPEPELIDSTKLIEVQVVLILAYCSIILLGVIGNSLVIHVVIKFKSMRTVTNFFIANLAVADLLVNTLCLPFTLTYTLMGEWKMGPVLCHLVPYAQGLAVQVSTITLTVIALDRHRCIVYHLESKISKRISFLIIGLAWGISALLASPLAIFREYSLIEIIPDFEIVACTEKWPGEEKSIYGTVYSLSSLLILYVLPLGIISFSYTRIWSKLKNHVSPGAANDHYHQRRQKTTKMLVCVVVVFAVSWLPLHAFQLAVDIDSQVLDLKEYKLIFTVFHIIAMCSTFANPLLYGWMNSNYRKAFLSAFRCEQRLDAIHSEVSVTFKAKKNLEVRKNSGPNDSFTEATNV
Measles CPE: protection of cells from measles virus | Measles virus-infected cells, CPE protection, absorbance | protection (pct of control), % at 4 µM | 140,000 tested, 1.5% active; in the data active = protection mostly above about 24%, no sharp cut-off; inactive = mostly below about 26%; also: some compounds called inactive have numbers as strong as hits
PTEN del growth: growth suppressors of cells with PTEN tumor suppressor deletion; AID 827; viability, % at 10 µM; HCT116 PTEN-null viability, CellTiter-Glo, 60 h; stronger effect = lower value; 140,000 tested, 1.2% active;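 active = viability at or below a set limit, 4 SD under the median of all tested compounds, cut at about 3.7% in these data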;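 also: PTEN knockout HCT116 line with beta catenin targeted HCT116 as companion control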
Starred values were filed as active, the others as inactive; . = no result given. Hits appear at their usual frequency; any-hit rate near 6.2%.

Preview, 2 compounds:
SMILES	E-sel TNF inh	HCT116 bCat-KO	GALR2 blocker	MRP1 act	Yeast life ext	BB579 growth dn	Phagocyt inh	NPY-Y2 antag	Measles CPE	PTEN del growth
OC(COc1ccc2c(c1)CCC2)CN1CCN(c2cccc(Cl)c2)CC1 (stereo not given)	16	71	-5	-3.0	-16	-32	1	11	5	78
COc1ccc(/C=C/c2nc3ccccc3n2Cc2ccccc2OC)cc1	.	1.9*	-9	-5.5	1	-54	-3	12	13	2.8*

Results, previewed entries included:
SMILES	E-sel TNF inh	HCT116 bCat-KO	GALR2 blocker	MRP1 act	Yeast life ext	BB579 growth dn	Phagocyt inh	NPY-Y2 antag	Measles CPE	PTEN del growth
OC(COc1ccc2c(c1)CCC2)CN1CCN(c2cccc(Cl)c2)CC1 (stereo not given)	16	71	-5	-3.0	-16	-32	1	11	5	78
COc1ccc(/C=C/c2nc3ccccc3n2Cc2ccccc2OC)cc1	.	1.9*	-9	-5.5	1	-54	-3	12	13	2.8*
CCCSc1cc(N2CCCC2)nc(-c2ccccc2)n1	-35	95	-7	-0.3	-6	4	.	4	16	98
CCCCN1C(=O)CN(CCc2ccccc2)C(=O)C1c1ccc(OC)cc1 (stereo not given)	-19	92	1	-3.0	-15	-21	.	1	2	87
CC(C)c1ccc(NC(=O)c2csnn2)cc1	.	95	-3	0.8	-12	-7	1	-3	7	91
CC(=O)OCC(=O)[C@@]12OC(C)(C)O[C@@H]1C[C@H]1[C@@H]3C[C@H](F)C4=CC(=O)C=C[C@]4(C)[C@@]3(F)[C@@H](O)C[C@@]12C	.	101	-7	2.4	3	-13	.	1	2	99
O=C(COc1ccccc1)N(Cc1ccco1)C1CCS(=O)(=O)C1 (stereo not given)	1	104	6	-1.9	-5	-33	1	3	6	104
CC(=O)N/N=C/c1ccc(OCCOc2ccc(Br)cc2)cc1	.	94	-16	-1.3	-1	-29	-4	1	17	98
Cc1nc2ccccc2nc1SCC(=O)c1ccccc1	.	65	11	-2.5	-5	-16	-3	11	.	58
Cc1cccn2cc(CNS(=O)(=O)c3cccc(F)c3)nc12	-4	88	-1	0.1	-3	2	2	0	4	94
CCOC(=O)c1[nH]c2ccccc2c1NC(=O)CC(C)(C)C	.	92	10	-2.6	-11	-7	0	1	16	88
COc1ccc(N2CCN(C(=O)c3ccc(NS(=O)(=O)c4ccc(F)cc4)cc3)CC2)cc1	.	76	-1	-0.3	-12	-57	2	-1	18	96
O=C(Nc1ccccc1)c1cc(N2CCOCC2)nc2ccccc12	.	75	8	-2.4	1	-11	0	3	3	75
COc1ccc(C(=O)OCC(=O)NCc2ccco2)cc1OC	-12	88	-6	-0.9	-11	-39	-1	-2	2	93
OCCCNC(c1ccccc1)c1ccc(O)cc1 (stereo not given)	23	105	-5	-2.7	-4	-31	.	1	8	97
CN(C)S(=O)(=O)n1cnc(-c2ccccc2)c1-c1ccccc1	-3	91	-4	-0.6	-2	-9	-2	2	3	87
O=C(Nc1ccc(Cl)c(Cl)c1)N(CCCN1CCOCC1)Cc1cccs1	-25	33	6	-4.2	-11	11	0	0	1	25
Cc1ccccc1Nc1cccc2nonc12	8	100	33*	-2.6	-6	-15	-4	4	14	94
CC1(C)CC2CC(C)(CN2C(=O)COC(=O)c2n[nH]c(=O)c3ccccc23)C1 (stereo not given)	-41	97	9	-0.9	3	-7	0	2	16	97
Cc1ccc(N=C2NC(=O)/C(=C\c3ccsc3)S2)c(C)c1	-3	70	5	-4.5	8	-49	-8	2	25	66
N#CCSc1ncnc2sc3c(c12)CCC3	.	104	-8	-0.8	-11	-64	0	2	3	112
Cc1cccc(C)c1NC(=O)Cn1c(CN2CCCCC2)nc2ccccc2c1=O	-24	86	-5	-3.5	.	-20	.	6	4	77
C=COC(=O)CSc1snc(SCC(=O)OC)c1C#N	5	94	11	-0.7	-17	-22	.	1	8	96
NS(=O)(=O)c1ccc(N=Nc2c(-c3ccccc3)[nH]n(-c3nc(-c4ccccc4)cs3)c2=O)cc1	-6	20	-4	5.3*	4	-25	-12	-8	2	13
CC(C)(C)c1ccc(S(=O)(=O)NCc2ccc(C(=O)N3CCOCC3)cc2)cc1	-24	79	-1	-0.2	-2	1	-1	2	13	93
O=c1c2c3c(sc2nc2n1CCCC2)CCC3	.	106	-10	0.7	-10	-5	.	1	36*	111
CC1(C)NC(=O)N(CCOc2ccc3c(c2)CCC3)C1=O	27	96	-9	-0.7	-7	-44	0	3	9	98
CCOc1ccc(N(CC(=O)NC2CCCC2)S(=O)(=O)c2c(C)[nH]c(=O)[nH]c2=O)cc1	.	96	-2	0.2	-13	-48	0	0	9	104
CC1Cc2nc(SCC(=O)N3CCN(c4ccccc4)CC3)n(C)c(=O)c2S1 (stereo not given)	1	80	-6	-2.5	-7	-1	-1	4	16	110
CCN(CC)CCCNC(=O)Cc1c(C(=O)O)n(C)c2ccccc12	44	94	13	-2.5	2	-9	-1	2	4	88
COc1ccc(-c2cc(C(N)=O)nc(N3CCCCCC3)n2)cc1	.	94	-14	2.1	-13	-35	0	0	11	105
O=C(NCCc1ccccc1)c1cccs1	7	99	-7	-0.2	-15	-42	-1	4	5	107
CCc1ccc(/C=C2\Oc3ccc(C(=O)OC)cc3C2=O)cc1	4	86	-3	-2.2	5	-74	-11	3	15	86
Cc1cccc(NC(=O)NC(=S)NC(=O)c2ccccc2)c1	.	102	1	1.5	0	7	-6	7	10	105
COc1cccc(-n2nnnc2SCC(=O)NC2CCCC2)c1	20	94	-10	-0.1	0	-41	0	4	9	100
COc1cc(NC(=O)c2cc(C)on2)cc(OC)c1OC	.	96	-15	1.1	-6	-10	-1	-1	5	100
O=c1[nH]c(CN2CCc3ccccc32)nc2scc(-c3cccs3)c12	.	98	6	-1.6	-7	-33	-1	3	10	99
Cc1ccc(C)c(NC(=O)C(Sc2nc3ccccc3c(=O)n2CC(C)C)c2ccccc2)c1 (stereo not given)	.	29	-3	-4.5	6	-31	-12	1	3	24
COc1cc(Br)cc(CN2CCN(C/C=C/c3ccccc3)CC2)c1O	15	91	-12	-0.7	-8	-19	2	8	.	88
Cc1ccccc1CN1CCN(CC(=O)NCc2ccccn2)C1=O	.	105	-6	-0.9	-8	-8	0	0	17	99
N#CCCN(Cc1cccnc1)C(=O)Nc1cccc(Cl)c1	8	94	-3	-1.0	4	-56	-1	-1	0	110
C/C(=N\NC(=S)Nc1ccc(F)cc1)C1CC1	13	97	0	-2.9	-24	1	.	2	0	77
COCCNC(=O)C(c1cccs1)N(C(=O)Cn1nnc2ccccc21)c1ccc2c(c1)OCO2 (stereo not given)	-36	91	-5	-0.9	-14	-23	-1	0	3	96
CC(C)(C)NC(=O)CCN1CCOCC1	5	94	9	0.3	-3	36	-2	0	6	91
CCCN1CNC(=S)N(CC2CCCO2)C1 (stereo not given)	.	96	-5	-1.9	-2	-14	0	0	2	92
COC1(OC)C(=N/O)/C(=N\O)CCC1O (stereo not given)	.	99	4	11*	-1	-6	-1	2	13	101
COc1ccc(N(CC(=O)Nc2cccc(C(F)(F)F)c2)S(C)(=O)=O)cc1	-20	71	9	-2.6	.	-7	.	2	9	65
O=C(NC(=S)NNC(=O)c1ccccc1O)c1ccco1	.	16	0	-2.5	82*	-58	-13	1	23	16
CC(C)NC(=O)c1cc(=O)n(C)c(=O)n1C	-15	97	10	0.1	6	-78	.	1	7	103
COc1ccc(C(=O)Nc2cccc(-c3cnc4ccccc4n3)c2)cc1	-16	108	-1	-0.4	-5	-31	-1	9	4	100
COc1ccc(OC)c(NC(=O)C2CCN(Cc3cnn(-c4ccccc4)c3-n3cccc3)CC2)c1	-39	73	1	0.1	-15	15	0	6	6	75
Cc1ccc(NC(=O)Cc2c(Cl)cccc2Cl)cc1S(=O)(=O)N(C)C	.	92	13	-0.9	3	-41	.	3	4	89
O=C(COc1ccc(S(=O)(=O)N2CCCCC2)cc1)NC1CCCCC1	-7	86	-2	-1.6	-6	-87	.	-1	6	97
O=C1CN(C(=O)CSc2nc(-c3ccc(Cl)cc3)cs2)c2ccccc2N1	1	49	2	3.2	-3	-13	.	3	16	61
CCNC(=O)c1cc(Br)ccc1Cl	-1	102	-12	-0.5	-6	-57	-1	0	2	.
O=C(/C=C/c1cccs1)c1ccc(NC(=O)c2ccccc2F)cc1	47	30	-6	-3.8	-3	-3	.	3	8	22
COc1cccc2c(=O)n(CC(=O)N3CCCCCC3)ccc12	.	75	1	-0.4	2	8	0	4	5	71
Cc1c(NC(=O)CC(C)C)c(=O)n(-c2ccccc2)n1C	.	94	8	-0.8	2	-27	-2	0	9	100
Cc1cnc(NC(=O)C2COc3ccccc3O2)s1 (stereo not given)	-32	112	-1	-3.9	-12	-9	0	1	10	88
COCCNC(=O)CNS(=O)(=O)c1ccc2nc(C)sc2c1	.	78	-1	-1.9	-15	-18	2	-1	8	85
Later entries.
SMILES	E-sel TNF inh	HCT116 bCat-KO	GALR2 blocker	MRP1 act	Yeast life ext	BB579 growth dn	Phagocyt inh	NPY-Y2 antag	Measles CPE	PTEN del growth
CCc1c(C)nc2ncnn2c1NCCc1ccc(OC)cc1	7	15	32*	-3.3	-5	-10	.	3	3	15
O=C(c1cccs1)N1CCN(CCc2ccccc2)CC1	9	93	-1	-0.2	0	-72	0	2	16	107
Cc1cc(=O)n2[nH]c(COc3ccccc3)nc2n1	14	98	3	-0.2	-3	-50	0	1	4	106
COc1ccc(/C=C2\C(=O)N(Cc3ccc(F)cc3)CC(=O)N2Cc2ccccc2)cc1	.	67	-2	-4.1	1	-37	-1	2	7	55
COc1ccccc1N(CC(O)CN1C(=O)NC(C)(C)C1=O)S(=O)(=O)c1ccc(C)cc1 (stereo not given)	5	96	-2	-1.0	-7	11	2	-2	22	95
COC(=O)Nc1ccc(=O)n(Cc2c(Cl)cccc2Cl)c1	-1	93	3	-1.9	-2	-18	.	1	4	93
O=C(NNc1c2ccccc2nc2ccccc12)c1cc2ccccc2cc1O	.	38	3	-4.2	-3	-8	-10	-10	3	2.4*
CCC(C)NC(=O)C1CCCN(c2nc(C)cc(OC)n2)C1 (stereo not given)	-65	84	-4	-1.2	.	-17	.	2	6	95
CCOC(=O)C1=C(N)OC2=C(C(=O)CCC2)C1c1sccc1C (stereo not given)	.	95	8	-2.8	47*	-8	-3	6	1	103
COC(=O)c1cc(NC(=O)Cc2coc3cc(OC)ccc23)cc(C(=O)OC)c1	9	99	6	-1.2	-12	-44	2	0	7	99
NC(=O)c1nc(C2CCCCC2)nc2c1[nH]c(=O)n2-c1ccc(F)cc1	25	84	0	-0.9	-3	-15	1	0	20	81
CCOc1ccc(/C=N/NC(=O)c2c(C)n(C)c3ccc(OC)cc23)cc1	.	33	16	-2.3	3	-42	.	2	2	39
O=C(CCCCCn1c(SCC(=O)c2ccccc2)nc2ccccc2c1=O)NCc1ccco1	.	86	-19	-1.0	6	-70	-2	10	5	95

Screening results (PubChem)
